Screening data: PubChem, several laboratories
Mtb BioA inh = M. tuberculosis BioA enzyme inhibitors, primary screen, biochemical, plate reader, single point, HTS; AID 602481, 2012; purified M. tuberculosis BioA enzyme; 360,000 compounds, 0.096% hits; 7,8-diaminopelargonic acid synthase BioA (Mycobacterium tuberculosis); inhibition, % at 9.99 µM; in the data active = inhibition above about 40%; inconclusive = no clear call, values can overlap the other calls
FBA Mtb inh = Mtb FBA enzyme inhibitors, primary screen, biochemical, fluorescence, strain H37Rv. purified M. tuberculosis FBA, fluorescence read-out. inhibition, % at 1 µM. 360,000 compounds, 2.3% hits. AID 588726, 2011; in the data active = inhibition above about 27%;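 note: 0% = vehicle and 100% = reference inhibitor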
Target sequence (P9WQA3 whole entry, looked up): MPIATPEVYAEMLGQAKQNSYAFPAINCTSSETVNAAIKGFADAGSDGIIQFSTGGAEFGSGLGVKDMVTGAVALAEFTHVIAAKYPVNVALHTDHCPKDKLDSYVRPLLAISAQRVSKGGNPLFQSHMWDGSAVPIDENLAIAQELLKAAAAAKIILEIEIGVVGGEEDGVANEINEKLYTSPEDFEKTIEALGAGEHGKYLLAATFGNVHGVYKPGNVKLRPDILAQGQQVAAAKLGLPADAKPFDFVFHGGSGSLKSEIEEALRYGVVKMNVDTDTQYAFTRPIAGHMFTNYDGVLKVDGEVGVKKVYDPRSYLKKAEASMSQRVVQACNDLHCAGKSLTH
GDH-TPI inh = GDH-TPI coupling enzyme inhibitors, primary screen, artefact control for M. tuberculosis FBA inhibitor project, biochemical, absorbance, full deck; inhibition, % at 4.8 µM; AID 588335, 2011; 360,000 compounds, 1.2% hits; GDH-TPI coupled enzyme counterscreen, NADH absorbance;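 note: 0% = DMSO wells and 100% = wells lacking the enzyme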
CCHF vOTU inh = CCHFV vOTU protease inhibitors, primary screen, biochemical, Pep-AMC substrate, fluorescence | inhibition, % at 11.5 µM | 370,000 compounds, 0.55% hits | Crimean-Congo hemorrhagic fever virus L polyprotein viral ovarian tumor (vOTU) protease … | AID 651958, 2012; note: 0% = vehicle wells with enzyme and 100% = no enzyme wells
BoNT A protease = BoNT/A light chain protease inhibitors, primary screen, biochemical, flow cytometry, MLPCN library; Botulinum neurotoxin type A light chain protease (Clostridium botulinum A str. ATCC 3502); multiplex microsphere protease substrate cleavage; inhibition, % at 10 µM; 360,000 compounds, 0.17% hits; AID 588499, 2011; in the data active = inhibition above about 30%; inconclusive = no clear call, values can overlap the other calls; note: plate controls were buffer without enzyme for full effect and enzyme alone for no effect
PrPC surface inh = inhibitors of human cell surface prion protein PrPC, primary screen, cell-based, TR-FRET; 370,000 compounds, 0.43% hits; inhibition, % at 13.8 µM; TR-FRET read-out; in the data active = inhibition above about 24%; note: 0% = median of the test wells and 100% = reference compound wells
UGM FP inh = M. tuberculosis UGM enzyme inhibitors, primary screen, biochemical, fluorescence polarization, single point | UDP-galactopyranose mutase (Mycobacterium tuberculosis (strain ATCC 25618 / H37Rv)), … | purified UGM, fluorescence polarization probe displacement | inhibition, % at 10 µM | 320,000 compounds, 0.06% hits | AID 504406, 2011; in the data active = inhibition above about 10%, passing the limit was not always enough; inconclusive = no clear call, values can overlap the other calls
Target sequence (P9WIQ1 whole entry, looked up): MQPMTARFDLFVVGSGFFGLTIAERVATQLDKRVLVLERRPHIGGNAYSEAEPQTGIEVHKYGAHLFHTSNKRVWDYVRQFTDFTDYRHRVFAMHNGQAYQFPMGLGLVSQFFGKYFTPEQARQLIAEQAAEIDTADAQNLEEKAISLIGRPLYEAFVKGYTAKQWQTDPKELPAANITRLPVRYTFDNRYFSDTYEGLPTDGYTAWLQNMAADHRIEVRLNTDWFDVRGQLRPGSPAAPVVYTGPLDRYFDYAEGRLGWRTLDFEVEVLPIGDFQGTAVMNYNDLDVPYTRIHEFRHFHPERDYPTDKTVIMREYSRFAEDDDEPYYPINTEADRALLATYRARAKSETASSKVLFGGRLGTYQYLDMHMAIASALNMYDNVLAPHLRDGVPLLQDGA
BoNT F protease = BoNT/F light chain protease inhibitors, primary screen, biochemical, flow cytometry, MLPCN library. Botulinum neurotoxin type F light chain protease (Clostridium botulinum). Multiplex microsphere protease cleavage assay. inhibition, % at 10 µM. 360,000 compounds, 0.22% hits. AID 588497, 2011; in the data active = inhibition above about 35%, passing the limit was not always enough; inconclusive = no clear call, values can overlap the other calls; note: plate controls were buffer without enzyme for full effect and enzyme alone for no effect
FadD28 FP inh = inhibitors of FadD28 bisubstrate probe binding, primary screen, biochemical, fluorescence polarization, single point; inhibition, % at 12.5 µM; Mycobacterium tuberculosis FadD28 fatty-acid-AMP ligase; 360,000 compounds, 0.22% hits; in the data active = inhibition above about 8.5%, passing the limit was not always enough; inconclusive = no clear call, values can overlap the other calls
The depositor's hits bear a star; ? = inconclusive; nt = no result given. Cut-off read from the data, not from the text of the source, unless noted: active = inhibition above about 30%; inactive = the rest. Compounds as they come. About 4.8% of those tested had a hit in this group.

SMILES	Mtb BioA inh	FBA Mtb inh	GDH-TPI inh	CCHF vOTU inh	BoNT A protease	PrPC surface inh	UGM FP inh	BoNT F protease	FadD28 FP inh
COc1c(Cl)cc(Cl)cc1/C=N/NC(=O)c1nnn(-c2nonc2N)c1CN1CCC(C)CC1	-0.9	-4	-5	11	1.5	3	2.7	2	-1.7
Cc1ccc(CN2C(=O)CCC2C(=O)NCCCN2CCC(C)CC2)cc1 (configuration not stated)	nt	1	14	0	-0.7	1	nt	1	-0.8
O=C(CCc1nnc2ccc(NCc3ccc(Cl)cc3)nn12)NC1CCCCC1	-0.3	1	0	-4	-2.8	6	0.1	-11	-4.0
Cc1cccc(C)c1NC(=O)C1(C)c2cccc[n+]2CC(=O)N1Cc1cccs1 (configuration not stated)	-0.8	-5	-8	2	8.4	6	-0.2	-17	-4.6
N#Cc1ccc(C(=O)Nc2cccc(NC(=O)c3ccco3)c2)c(F)c1	0.1	0	-2	-8	-0.3	-9	1.0	-2	-5.4
CCOc1cccc(C(=O)Nc2ccc3oc(-c4cccnc4)nc3c2)c1	nt	10	2	-9	0.3	2	-0.3	7	-0.4
COc1ccc(C(=O)Nc2nnc(-c3ccccc3)o2)cc1OC	-0.4	1	8	4	0.0	0	-1.7	-9	-3.0
Clc1cccc(CN2CCSCC2)c1Cl	-1.5	-1	9	-1	2.0	2	-0.7	?	-0.5
O=C(CNS(=O)(=O)c1ccc(Br)cc1Cl)OCC(=O)c1ccc[nH]1	0.3	-2	6	3	nt	-5	0.1	nt	-0.4
CCS(=O)(=O)c1nc2ccccc2n1CC(=O)N1CCCCC1	-1.1	8	-5	4	1.0	-6	3.4	-5	-0.2
CCOc1ccc2oc(-c3ccccc3)c(C(N)=O)c2c1	-0.2	69*	3	-37	-0.5	-4	1.1	4	-1.0
COc1cc(Cl)c(C)cc1NC(=O)CN1C(=O)C2CCCCC2C1=O (configuration not stated)	0.6	0	-2	32*	1.9	-5	-0.1	-4	-2.9
Cc1nc(NCc2ccc3c(c2)OCO3)c2nnn(Cc3ccccc3)c2n1	-1.6	2	8	-6	0.9	-3	1.5	11	0.2
COc1ccc([N+](=O)[O-])cc1NC(=O)C1CCCN1S(=O)(=O)c1cccs1 (configuration not stated)	3.8	-2	2	-14	-1.9	-24	-0.9	1	-0.1
NC(=O)C1CCN(Cc2ccc(OCc3ccccc3)cc2)CC1	0.7	-1	1	15	-5.0	-9	0.4	?	-0.6
Cc1ccc(Cn2c(SC(C)C(N)=O)nc3ccccc3c2=O)cc1 (configuration not stated)	nt	0	6	25	-0.3	8	-1.0	-3	-8.8
COC(=O)c1ccccc1OCc1cc(=O)oc2ccc(C)cc12	nt	-2	nt	-4	-0.1	1	nt	5	-2.5
COC(=O)[C@H](Cc1ccccc1)NC(=O)CC[C@H]1O[C@@H](n2ccc(=O)[nH]c2=O)[C@H](O)[C@@H]1O	0.0	-4	nt	-7	-0.7	-2	nt	-6	-3.2
COc1ccc(C(=O)Oc2ccc(/C=N/Nc3ccc(Cl)c(C(=O)O)c3)cc2OC)cc1	4.8	7	28	11	-1.3	-8	-2.3	-10	9.5*
CCC(C)NC(=O)c1ccc(CS(=O)(=O)Cc2ccc(Cl)cc2)o1 (configuration not stated)	-2.1	0	7	-3	-3.5	6	-0.9	-6	-0.9
COc1cccc(NC(=O)c2cccnc2)c1	17	5	7	17	nt	13	-1.8	nt	-0.9
NC(=O)c1ccc[n+](Cc2ccccc2)c1	-0.8	0	7	-14	0.1	0	0.6	1	-2.4
Cc1onc(-c2ccccc2Cl)c1C(=O)OCC(=O)N1CCN(c2ccccc2)CC1	-0.6	-2	-3	12	-0.9	2	0.0	5	-1.1
O=C(Nc1ccc(C(=O)NCCCN2CCCCC2)cc1)C1=CSCCO1	5.4	3	16	1	0.8	-8	2.9	-3	-0.7
CN(C(=O)c1ccco1)c1nc2c(s1)CCCC2	-1.3	8	15	10	-1.1	11	-1.0	0	-0.2
COC(=O)c1cn(Nc2ncc(C(F)(F)F)cc2Cl)c(=O)c2ccccc12	1.1	1	-1	-7	0.0	0	-0.6	0	-3.3
C=CCn1c(SCC(=O)NC2CCCC2)nnc1-c1cccnc1	1.8	-2	4	1	1.6	3	0.7	2	0.2
O=C(Nc1ccc(Cl)c(Cl)c1)Nc1ccccc1O	5.6	-1	6	3	-2.4	9	-2.8	?	-3.0
COC(=O)c1cccc(CSc2nnc(C)s2)c1	-4.9	2	4	-4	0.6	-1	-2.6	10	-0.2
O=C(/C=C/c1ccc(F)cc1)N1CCN(c2ncccn2)CC1	nt	-2	-13	-2	-0.6	-4	-0.7	-3	-3.3
CCOC(=O)N1CCN(C(=O)C2CCN(S(=O)(=O)c3ccc(Br)s3)CC2)CC1	3.4	0	-6	2	-0.6	-2	2.6	10	-0.2
COc1ccc(CCn2c(C)cc(C(=O)CN3C(=O)C(=O)N(C4CCCC4)C3=O)c2C)cc1OC	0.5	-1	6	1	1.0	1	nt	-10	-2.3
O=C(NC1CC1)C1=C[C@@H](c2ccc(Br)cc2)C[C@@H](OCc2ccc(CO)cc2)O1	1.2	0	3	-1	0.1	-5	-0.2	0	-2.8
CN(C)S(=O)(=O)Oc1ccc(Cl)cc1C(=O)Nc1cccc(C(F)(F)F)c1	0.7	-1	-3	6	-0.2	4	0.4	-11	-4.2
CC(/C=N\N1CCN(c2ccc(Cl)cc2)CC1)=C\c1ccccc1	nt	2	11	5	-1.2	0	-1.1	-7	-3.0
COc1cccc(-c2c(C#N)c(SC)nc3cc(C)nn23)c1	nt	2	2	-11	-1.0	-8	-4.3	-2	-2.3
O=C(COC(=O)c1ccc([N+](=O)[O-])s1)NC(=O)NCc1ccccc1	0.5	-1	8	53*	0.3	-34	-0.7	1	0.8
COC(=O)c1sc(N)c(C(=O)OC)c1CSc1nnnn1C	6.2	-4	14	12	0.6	2	3.1	?	-2.7
CC(C)NC(=O)C1(C)CCN1C(=O)c1ccc2c(c1)OCO2 (configuration not stated)	-2.1	-2	-2	0	0.3	6	nt	1	-3.4
CCN(C(=O)CN1C(=O)c2ccc([N+](=O)[O-])cc2C1=O)C1CCCCC1	-0.7	4	6	19	nt	-5	-4.3	nt	-1.4

As a short view, part of the list above:
SMILES	Mtb BioA inh	FBA Mtb inh	GDH-TPI inh	CCHF vOTU inh	BoNT A protease	PrPC surface inh	UGM FP inh	BoNT F protease	FadD28 FP inh
COc1c(Cl)cc(Cl)cc1/C=N/NC(=O)c1nnn(-c2nonc2N)c1CN1CCC(C)CC1	-0.9	-4	-5	11	1.5	3	2.7	2	-1.7
Cc1ccc(CN2C(=O)CCC2C(=O)NCCCN2CCC(C)CC2)cc1 (configuration not stated)	nt	1	14	0	-0.7	1	nt	1	-0.8
O=C(CCc1nnc2ccc(NCc3ccc(Cl)cc3)nn12)NC1CCCCC1	-0.3	1	0	-4	-2.8	6	0.1	-11	-4.0
Cc1cccc(C)c1NC(=O)C1(C)c2cccc[n+]2CC(=O)N1Cc1cccs1 (configuration not stated)	-0.8	-5	-8	2	8.4	6	-0.2	-17	-4.6

Going on with the list:
SMILES	Mtb BioA inh	FBA Mtb inh	GDH-TPI inh	CCHF vOTU inh	BoNT A protease	PrPC surface inh	UGM FP inh	BoNT F protease	FadD28 FP inh
O=C(CCCOc1ccccc1)Nc1ncccn1	nt	5	8	-4	0.3	-2	0.4	-6	-1.5
CC(=O)c1cccc(NC(=O)C(C)OC(=O)CCC2CCCCC2)c1 (configuration not stated)	-0.2	2	-2	15	1.1	-6	-0.5	4	1.3
CCOCC(=O)N1CCN(c2cccc(Cl)c2)CC1	0.3	1	11	-1	-2.4	-5	-0.4	2	-1.2
O=C(Nc1ccccc1)ON=C1CCCC1	-0.9	1	5	-12	2.0	-1	-0.4	13	-1.4
Cc1cccc(C(=O)NC(=S)NNC(=O)c2cccs2)c1	nt	-2	10	-2	-1.7	4	3.3	-11	-3.6
CC1=Nc2cc(C(=O)O)ccc2Sc2c(C)ccc(C)c21	nt	1	0	-5	-0.4	-1	2.4	-5	-0.6
O=C(C1CCCO1)N1CCN(C(=S)Nc2cccc(F)c2)CC1 (configuration not stated)	3.9	0	-6	-7	-1.0	1	-4.4	-17	nt
COc1cccc(CC(=O)OCC(=O)NCc2ccc3c(c2)OCO3)c1	0.2	5	2	1	-0.6	-1	-3.5	-5	-0.7
CCCCC(CC)C(=O)Nc1ccccc1C#N (configuration not stated)	-2.0	-4	-11	-13	0.5	4	-0.8	7	-2.5
CCN(C[C@H]1N[C@@](Cc2ccccc2)(C(=O)OC)[C@H]2C(=O)N(C)C(=O)[C@@H]12)C(=O)Nc1ccc(Cl)cc1	-1.6	-2	6	0	-0.2	-4	-2.6	-3	-0.9
Cc1cc(C(=O)Nc2sc(C)c(C)c2C#N)c(C)o1	nt	-1	15	-3	?	8	-3.7	-2	-1.2
NC1=NC(=O)NC1(c1ccccc1)c1ccccc1	nt	1	7	-2	-0.8	-14	nt	-1	-1.5
CCOC(=O)C1=C(O)/C(=C\c2cc(C)n(-c3ccccc3F)c2C)N=C1C	-3.4	4	16	8	6.7	10	1.3	-1	1.1
NNc1nc(-c2ccccc2)nc2sc3c(c12)CCCC3	-0.3	2	15	5	0.4	6	1.5	-21	0.3
Cc1ccc2[nH]c(=O)c(CN(Cc3cccs3)S(=O)(=O)c3ccc4c(c3)OCCO4)cc2c1	nt	2	-1	2	-0.2	1	-1.3	2	0.2
COc1ccc(C(=O)NC2CCCc3ccccc32)cc1S(=O)(=O)N1CCOCC1 (configuration not stated)	1.7	1	-1	-8	-0.2	5	0.5	-2	1.3
O=C(COc1ccc([N+](=O)[O-])cc1)Nc1ccc(C(=O)NCc2cccnc2)cc1	-3.0	2	17	4	-0.9	0	0.4	-2	-1.1
CCc1ccc(OCC(=O)NNC(=O)c2cc(S(=O)(=O)N3CCOCC3)ccc2N2CCCC2)cc1	0.5	1	3	-7	-1.4	-5	2.0	-15	-1.6
Cc1ccc(N=Nc2c(O)[nH]c(=O)[nH]c2=O)c([N+](=O)[O-])c1	nt	-3	17	-38	0.2	-14	-0.1	24	-0.1
CCc1cc(CNC(=O)CCc2nnc(Cc3cccc(C)c3)o2)on1	0.2	0	6	-18	-0.5	-3	5.2	6	-1.0
CCCN(CC(=O)Nc1ccccc1OC)C(=O)Cc1ccc2c(c1)CCC2	-4.8	7	8	nt	-2.9	nt	-4.6	?	0.4
CCOc1ccc(-c2c(C)n(-c3ccc(OCC)cc3)c3[n+]2CCCCC3)cc1	nt	1	10	-1	?	28*	-0.5	?	-4.2
CCOC(=O)N1CCN(CC(O)COc2ccc(C(C)C)c(C)c2)CC1 (configuration not stated)	1.4	1	-3	-5	-3.3	-7	0.5	9	-0.7
COC(=O)c1cc(O)cc(OC)c1Oc1cc(C)cc(O)c1C(=O)O	0.2	-2	7	9	-0.6	1	-0.3	-14	1.0
Cc1nn(Cc2ccc(Cl)cc2)c(C)c1NC(=O)/C=C/c1cnn(C)c1	nt	-1	1	-6	-0.3	4	1.5	-4	-2.8
O=C(/C=C/NCc1cccnc1)c1ccc(Br)cc1	nt	-3	54*	-6	-5.2	-7	-0.3	?	-1.7
CC(O)CN1CC(O)=C(c2nc3ccccc3s2)C1=N (configuration not stated)	0.7	0	7	-7	-0.1	0	-1.3	-5	-0.9
Cn1c(=O)c2c(nc(CN3CCN(Cc4ccccc4)CC3)n2CCN2CCOCC2)n(C)c1=O	-2.3	3	0	-5	0.4	-5	1.4	1	-0.7
